Bioassay records: PubChem BioAssay, Sanford-Burnham Center for Chemical Genomics
UPR XBP1 act = adaptive UPR (XBP1) activation. activation, % at 20 µM. AID 463104. CHO-XBP1 luciferase reporter, IRE1-XBP1 UPR activation, luminescence; percent of tunicamycin response, DMSO as zero. actives 0.33% (n = 330,000);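 active means versus positive control, 20 µM dose yields 30% or more activation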;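 further: 100% = tunicamycin at 10 µg/mL and 0% = DMSO only wells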
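Material: CHO-XBP1 cells stably carrying IRE1-XBP1-driven luciferase reporter / Amount: 1000 cells per well / Compound: 20 µM, 1% DMSO / Times: 6 h treatment, 37 °C / Detection: luciferase luminescence / Measure: % activation of reporter signal versus tunicamycin and DMSO controls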
NR3A LBD binder = modulates the human NR3A ligand-binding domain | actives 2.5% (n = 340,000) | Tm shift relative to glycine control, % at 25 µM | NR3A LBD differential scanning fluorimetry, Tm shift; 0% = protein alone, 100% = glycine-bound protein;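 active means melting temperature shift of at least 10% of the positive control shift, at one fixed dose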
Mdm2-MdmX inh = inhibitors of human Mdm2/MdmX interaction; inhibition, % at 8 µM; O15151+Q00987; SaOS-2 split-luciferase Mdm2/MdmX complementation, luminescence; actives 3% (n = 330,000);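 active means inhibition of at least 50% at 8 µM in the primary screen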
UPR CHOP act = activators of apoptotic arm of unfolded protein response (CHOP); CHO-CHOP luciferase reporter, UPR activation, luminescence; percent of tunicamycin response over DMSO baseline; activation, % at 10 µM; actives 0.34% (n = 330,000);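 active means at 10 µM dose, activation of 40% or more, normalized to positive control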;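 further: 100% = tunicamycin at 10 µg/mL and 0% = DMSO alone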
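Test system: CHO-CHOP cells, stable luciferase reporter of PERK-eIF2a-CHOP signalling | Quantity: 500 CHO-CHOP cells per well | Buffer or medium: F12 plus 10% serum | Compound dosing: 10 µM single point, 0.5% DMSO | Schedule: 6 h compound treatment, 37 °C | Signal: Luciferase luminescence | Control set: Tunicamycin high control, DMSO low control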
TIM10 inh = inhibits growth of TIM10 yeast strain; actives 1.4% (n = 330,000); AID 463195; S. cerevisiae TIM10 strain growth, BacTiter-Glo luminescence, 24 h; inhibition, % at 10 µM;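 active means inhibition of 40% or more at the single tested concentration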;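 further: wild-type TIM10 isogenic control strain grown at permissive 25 °C; 0% = DMSO yeast wells and 100% = minimal medium wells without yeast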
NLRP3 yeast inh = blocks the NALP3 inflammasome reconstituted in yeast; Yeast reconstituted NLRP3/ASC/caspase-1, beta-gal luminescence, 24 h; inhibition, % at 10 µM; actives 0.39% (n = 330,000);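 active means inhibition of 50% or more; inactive means inhibition below 50%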;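 further: plate controls were induced DMSO wells for no effect and uninduced yeast grown without galactose for full effect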
tim23-1 inh = growth inhibitors of tim23-1 mutant yeast. S. cerevisiae tim23-1 growth, BacTiter-Glo luminescence, 24 h. inhibition, % at 20 µM. actives 1.3% (n = 330,000). AID 463212;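 active means growth inhibition of the mutant yeast at or above 50%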;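 further: temperature-sensitive mutant grown at 25 °C; plate controls were DMSO-treated mutant yeast for no effect and medium wells lacking yeast for full effect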
tim10-1 inh = growth inhibitors of tim10-1 mutant yeast; S. cerevisiae tim10-1 ts strain growth, BacTiter-Glo, 24 h; inhibition, % at 20 µM; actives 2.2% (n = 330,000); AID 463190;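 active means inhibition of at least 40%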;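 further: mutant grown at 25 °C; 0% = DMSO wells with yeast and 100% = wells holding no yeast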
APJ agonist = APJ receptor agonism. CHO-K1 APJ PathHunter beta-arrestin, luminescence; 0% DMSO wells, 100% apelin. AID 2520. activation, % at 20 µM. actives 0.11% (n = 330,000). P35414;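 active means activation more than six SD over the plate average, tested at 20 µM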;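 further: 0% = DMSO alone and 100% = apelin-13 at 10 nM; some results filed as inactive read as strong as hits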
Target sequence (P35414 whole entry, looked up): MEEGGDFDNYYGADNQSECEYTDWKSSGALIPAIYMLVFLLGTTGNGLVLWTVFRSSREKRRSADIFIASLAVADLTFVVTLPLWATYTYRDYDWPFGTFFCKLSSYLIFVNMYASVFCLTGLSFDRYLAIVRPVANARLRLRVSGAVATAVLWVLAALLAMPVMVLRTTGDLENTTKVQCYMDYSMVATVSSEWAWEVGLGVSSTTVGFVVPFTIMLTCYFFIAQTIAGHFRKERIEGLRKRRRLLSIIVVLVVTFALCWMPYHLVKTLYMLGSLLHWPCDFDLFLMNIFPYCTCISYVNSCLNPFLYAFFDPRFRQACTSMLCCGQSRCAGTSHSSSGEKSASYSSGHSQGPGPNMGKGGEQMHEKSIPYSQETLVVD
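Incubation: overnight seeding, 90 min compound at 25 °C, 1 h detection; test system: PathHunter CHO-K1 APJ (AGTRL-1) beta-arrestin reporter cells; amount: 1000 cells/well; doses: one dose, 20 µM compound, 1% DMSO; measured by: beta-gal luminescence; measure: agonist-driven arrestin binding to APJ; benchmarks: negative DMSO alone, positive Apelin-13 at 10 nM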
* = called active by the depositor; / = not tested or not shown.

Order of results – UPR XBP1 act | NR3A LBD binder | Mdm2-MdmX inh | UPR CHOP act | TIM10 inh | NLRP3 yeast inh | tim23-1 inh | tim10-1 inh | APJ agonist
O=C(OCC(=O)N1CCN(C(=O)c2ccco2)CC1)c1cccc(O)c1
  -2 | 0 | 17 | 0.7 | 7 | 7 | 16 | 7 | -7
Nc1nonc1-n1nnc(C(=O)N/N=C/c2cccc(F)c2)c1CN1CCCC1
  2 | -5 | -4 | -2.4 | 3 | 8 | 11 | 12 | 1
N#Cc1c(NCCCO)nc(NCc2ccccc2)c2c1CCN(Cc1ccccc1)C2
  -5 | -24 | -8 | 2.6 | 13 | 13 | 14 | 38 | 4
Cc1cccc(C)c1NC(=O)c1c(C)nn(-c2ccccc2)c1Cl
  0 | -1 | 10 | -3.3 | 12 | 24 | 18 | 26 | -5
O=C(NC(=S)Nc1ccccc1N1CCOCC1)c1ccc([N+](=O)[O-])cc1
  -1 | -1 | 5 | 2.5 | 13 | 3 | 19 | 8 | 1
COc1ccc(CN2C(=O)NC(C)(c3ccc(C)cc3)C2=O)cc1F (stereo not drawn)
  1 | -1 | 13 | 1.0 | 11 | -3 | 9 | 15 | -2
O=C(NCCCN1CCN(CCCNC(=O)c2ccc(F)cc2)CC1)c1ccc(F)cc1
  0 | 0 | 1 | 1.0 | 1 | 6 | -13 | -4 | -5
O=C(COc1ccc(Cl)cc1Cl)Nc1ccc(S(=O)(=O)NC2=NCCCCC2)cc1
  -3 | -1 | 42 | 29 | 39 | 4 | 13 | 44* | 2
CCOC(=O)C1=C(C)N=C2SC(C)C(=O)N2C1/C=C/c1ccccc1OC (stereo not drawn)
  -3 | -1 | -1 | -1.0 | 21 | -5 | 23 | 19 | -3
CC(C)N(Cc1c(O)ccc2c(=O)c(-c3ccc(Cl)cc3)coc12)C(C)C
  1 | 4 | 20 | 5.2 | 1 | 23 | 8 | -8 | -2
CC(=O)C1=C(c2ccccc2)NC(=O)NC1c1ccc(O)c(Cl)c1 (stereo not drawn)
  4 | 3 | 3 | 1.0 | 4 | 3 | -5 | -7 | -3
O=C1CC(Nc2ccc(N3CCOCC3)cc2)C(=O)N1c1cccc(C(F)(F)F)c1 (stereo not drawn)
  -2 | -3 | 0 | -2.2 | 12 | 20 | 26 | 31 | 1
CCCCCN(C(=O)CCC(=O)OCC(=O)N(C)C1CCCCC1)c1c(N)n(CCCC)c(=O)[nH]c1=O
  -1 | -3 | 13 | -1.1 | 3 | 8 | -6 | 3 | -3
O=C(Nc1ccccc1Cl)Oc1ccc(-c2ccccc2)cc1
  -1 | -37 | 18 | 2.6 | 5 | -2 | 20 | 33 | 1
CC(C)Cc1nc(SCC(=O)N2CCOCC2)c2c(=O)n(C)c(=O)n(C)c2n1
  -2 | 1 | 1 | 0.1 | 5 | 19 | 5 | -11 | -7
CC(C)CNC(=S)NC(=O)c1ccc([N+](=O)[O-])cc1
  2 | -1 | -49 | 4.8 | 26 | -21 | 53* | 40 | 3
O=C(OCCc1cc2ccccc2c(=O)o1)c1ccc(C(F)(F)F)cc1
  -4 | -9 | 22 | -0.5 | 8 | 32 | 20 | 14 | -3
Cn1c(N)c(C(=O)CN2CCc3ccccc3C2)c(=O)n(C)c1=O
  3 | -1 | 5 | 0.4 | 7 | 7 | 3 | -2 | -3
CCOc1ccccc1CN1CCNC(=O)C1CC(=O)NCc1nc(C)cs1 (stereo not drawn)
  0 | -1 | -18 | -0.3 | 9 | 18 | 8 | -4 | -6
O=C1c2ccccc2C2=Nc3ccccc3SC(c3ccccc3F)C12 (stereo not drawn)
  -2 | 3 | 65* | 2.3 | 12 | -17 | 20 | 30 | -8
Cc1csc(NC(C)c2nc3cc(Cl)c(N4CCCCC4)cc3n2CCOCCO)n1 (stereo not drawn)
  -2 | 0 | 2 | -1.2 | 11 | 9 | 20 | 12 | -1
COc1cccc2c(=O)n(CC(=O)N3CCCc4ccccc43)ccc12
  -3 | 0 | 5 | 1.7 | -6 | 6 | 21 | 5 | -6
CS(=O)(=O)N(CC(=O)N1CCCC1)c1ccccc1F
  0 | -1 | 26 | 2.4 | -9 | 11 | 6 | 4 | -1
COc1ccc(S(=O)(=O)NCCc2cn3nc(C)c(C)nc3n2)cc1
  -2 | 2 | -5 | 1.5 | 5 | -1 | 11 | 22 | -2
Cc1ccc(S(=O)(=O)CCN2CCC(n3cccc3)CC2)cc1
  -3 | 0 | -8 | 0.7 | 6 | 16 | 11 | 21 | 2
Cc1cn(Cc2ccccc2)c(=O)[nH]c1=O
  -2 | -4 | -10 | -0.9 | -11 | 11 | 13 | 8 | 2
Fc1ccc(Cn2cnc3ccccc32)cc1
  1 | 1 | 21 | -0.3 | 18 | -28 | -4 | 16 | -5
COc1ccc([C@@]2(O)c3c(ccc(CC=C(C)C)c3O)NC(=O)[C@@H]2OC)cc1
  -1 | -2 | -15 | -1.1 | 9 | 9 | 22 | 21 | -4
O=c1cc(-c2ccccc2)nc(Sc2ccc([N+](=O)[O-])cc2[N+](=O)[O-])[nH]1
  0 | 3 | 14 | 0.0 | -13 | 14 | 28 | 21 | 2
CCc1cccc2c(C(=O)C(F)(F)F)cn(CC(=O)NCC3CCCO3)c12 (stereo not drawn)
  -1 | 0 | -17 | -0.7 | 6 | 16 | 7 | 13 | -5

More compounds
SMILES	UPR XBP1 act	NR3A LBD binder	Mdm2-MdmX inh	UPR CHOP act	TIM10 inh	NLRP3 yeast inh	tim23-1 inh	tim10-1 inh	APJ agonist
Cc1cccc(NC(=O)C2CCN(S(C)(=O)=O)CC2)c1C	-6	7	3	0.0	-1	14	11	-4	-4
Cc1nnc(NC(=O)C2CSC3(C)CCC(=O)N23)s1 (stereo not drawn)	-4	3	-14	3.8	-2	12	-7	-24	3
c1ccc(-c2cnc(-c3ccccc3)nn2)cc1	-4	0	-204	-1.4	-15	42	-6	-4	-5
O=c1[nH][nH]c(C(F)(F)F)c1C=Nc1ccc(Cl)cc1	1	-2	3	2.9	-8	2	11	13	-4
CCOc1ccc(NC(=O)CCS(=O)(=O)c2ccc3c(c2)CCCN3C(C)=O)cc1	-1	-1	7	-0.7	8	6	-8	11	-1
O=C(c1cccs1)N(Cc1ccco1)C1CCS(=O)(=O)C1 (stereo not drawn)	0	0	25	3.5	-10	14	13	5	-2
CN(C)c1ccc(/C=N/NC(=O)CNC(=O)c2ccco2)cc1	-3	-1	3	0.3	-18	12	7	-3	-2
CCOC(=O)c1sc(NC(=O)C2=COCCO2)c(C#N)c1C	-2	0	0	-1.2	2	19	43	21	2
CC(C)(C)OC(=O)NCCCC[C@H](NC(=O)c1nc[nH]c1C(=O)NCC(=O)OCc1ccccc1)C(=O)OC(C)(C)C	-1	-14	2	-2.1	17	2	8	2	-1
O=C(O)c1c(-n2cccc2)sc2c1CCCC2	-1	2	5	-1.5	-19	29	10	6	-1
CN(C)S(=O)(=O)c1ccc(Cl)c(C(=O)OCC(=O)c2ccco2)c1	-1	-1	7	0.3	-15	-5	-1	-1	-1
O=C(COC(=O)c1ccccc1O)NNC(=O)c1ccc(Br)cc1	1	1	-12	2.2	-26	10	-6	-21	-2
Cc1cccc(NC(=O)CSc2nnc(C3CC3)n2CC2CCCO2)c1 (stereo not drawn)	-2	0	25	0.0	-9	8	7	7	-2
Cc1ccc(S(=O)(=O)N2CCC(Oc3ccc(-n4cnnn4)cc3)CC2)cc1	-3	3	-1	-1.4	7	-2	7	9	10
C=CCNC(=S)/N=c1/ccccn1Cc1ccccc1	-2	0	21	1.3	-2	8	-2	-7	-3

Quoted at random: six compounds from above
SMILES	UPR XBP1 act	NR3A LBD binder	Mdm2-MdmX inh	UPR CHOP act	TIM10 inh	NLRP3 yeast inh	tim23-1 inh	tim10-1 inh	APJ agonist
CC(C)N(Cc1c(O)ccc2c(=O)c(-c3ccc(Cl)cc3)coc12)C(C)C	1	4	20	5.2	1	23	8	-8	-2
Cc1cccc(NC(=O)C2CCN(S(C)(=O)=O)CC2)c1C	-6	7	3	0.0	-1	14	11	-4	-4
O=C(OCCc1cc2ccccc2c(=O)o1)c1ccc(C(F)(F)F)cc1	-4	-9	22	-0.5	8	32	20	14	-3
Cc1cccc(NC(=O)CSc2nnc(C3CC3)n2CC2CCCO2)c1 (stereo not drawn)	-2	0	25	0.0	-9	8	7	7	-2
O=C(OCC(=O)N1CCN(C(=O)c2ccco2)CC1)c1cccc(O)c1	-2	0	17	0.7	7	7	16	7	-7
O=C1c2ccccc2C2=Nc3ccccc3SC(c3ccccc3F)C12 (stereo not drawn)	-2	3	65*	2.3	12	-17	20	30	-8

Next section:
SMILES	UPR XBP1 act	NR3A LBD binder	Mdm2-MdmX inh	UPR CHOP act	TIM10 inh	NLRP3 yeast inh	tim23-1 inh	tim10-1 inh	APJ agonist
CCC1=C2CC[C@H]3C(=O)N(c4ccccc4)C(=O)[C@H]3[C@H]2[C@@]2(C)C(=NCc3ccccc3)OC(=O)N2C1=O	-2	1	-21	0.6	11	13	22	8	-4
c1ccc(NCc2cccc3ccccc23)nc1	6	6	20	0.2	5	19	15	23	-3
O=C(N/N=C/c1ccncc1)c1cccc(S(=O)(=O)N2CCCC2)c1	-1	0	10	0.1	4	6	-11	-6	0
CSc1nc(N2CCOCC2)c2c(c1C#N)CC(C)(C)OC2	2	0	21	0.1	-4	-7	13	-4	-1
CC(C)(C)SCCNC(=O)c1ccc(CN2CCc3ccccc3C2)cc1	0	-1	-6	5.5	11	8	14	9	-5
COC(=O)CC1=C(C(=O)OC)C(c2cc(OC)c(OC)cc2OC)C(C#N)=C(N)O1 (stereo not drawn)	-1	-2	17	-2.7	4	2	23	9	3
COc1cccc(CN(C)C(=O)c2cccc(OCc3ccccc3)c2)c1	3	4	-16	-1.6	18	8	20	16	-1
CC1CN(C(=O)c2cccc(S(=O)(=O)Nc3ccc(Cl)cc3)c2)CC(C)O1 (stereo not drawn)	2	-2	12	-0.6	-5	16	4	9	-2
C=CCN(C(=O)c1csnn1)C(C(=O)NC1CCCCC1)c1ccccc1 (stereo not drawn)	-3	-2	-1	1.7	-10	13	-1	-3	0
COc1cc(C)c(Cl)cc1S(=O)(=O)NC1CC(C)(C)NC(C)(C)C1	-1	/	7	1.4	2	-1	2	-4	-1
CC(=O)N1c2ccccc2[C@H](C)[C@H]1C	-1	-3	16	-0.8	-3	2	-20	-5	2
COc1ccc(CCNC(=O)CCSc2nc(-c3ccco3)cc(C(F)(F)F)n2)cc1OC	-2	0	17	-1.8	17	6	24	33	3
CC1(c2ccc3c(c2)OCCO3)NC(=O)N(CC(=O)c2ccc[nH]2)C1=O (stereo not drawn)	-1	1	-13	0.6	4	11	-7	-12	-1

An unsorted share of the library; any-hit rate near 8.2%.
